Source: PubChem BioAssay (National Center for Advancing Translational Sciences (NCATS))
pAkt inh – HTS Assay for Inhibitors of Akt Phophorylation: Primary Screen. activity change, % for hits at 50 µM. Neuro2A IGF-stimulated pAkt S473 HTRF, 20 min; stronger effect = lower value. 360,000 tested, 0.32% active; in the data active means activity change below about -80%; inconclusive means mostly about -51% to -80%; further: on the % scale 0 is the no-effect control and ±100 the full control effect
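Neuro2A cells in DMEM with 0.5% FBS, overnight at 37 deg C, given compound at single 50 µM final, then IGF (6 nM final) for 20 min at 37 deg C. Lysed; phospho-Akt Ser473 by HTRF after 24 h, 665/615 ratio.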
D3 antag – qHTS of D3 Dopamine Receptor Antagonist: qHTS; 360,000 tested, 2.5% active; D(3) dopamine receptor (Homo sapiens), P35462; max response, negative = inhibition, %; AID 652054, 2013; D3R cells, DiscoveRx beta-arrestin luminescence, antagonist mode; stronger effect = lower value; in the data active means max response below about -50%; inconclusive means no clear call, values can overlap the other calls; further: on the % scale 0 is the no-effect control and ±100 the full control effect; mostly tested at two doses, the higher about 12 µM
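Cells expressing the human receptor were seeded at 1500 cells/well, incubated overnight at 37 degrees C in 5% CO2, then exposed to library compounds with dopamine controls for 90 minutes at 37 degrees C before luminescent detection.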
GLP-1R inv ag – qHTS of GLP-1 Receptor Inverse Agonists (Inhibition Mode) | HEK293 GLP-1R CRE-luciferase, luminescence, 24 h; GLP-1R form is constitutively active | AID 624417, 2012 | Potency, µM (doses to about 38.3 µM), without a hit: top-dose activity change, negative = inhibition, usual class: inhibitors | 410,000 tested, 1.6% active | Glucagon-like peptide 1 receptor (Homo sapiens), P43220; further: potency means the concentration at half of the fitted maximal effect; on the % scale 0 is the no-effect control and ±100 the full control effect; nearly all actives have a fitted effect of over 55% in size
Target sequence (P43220 whole entry, looked up): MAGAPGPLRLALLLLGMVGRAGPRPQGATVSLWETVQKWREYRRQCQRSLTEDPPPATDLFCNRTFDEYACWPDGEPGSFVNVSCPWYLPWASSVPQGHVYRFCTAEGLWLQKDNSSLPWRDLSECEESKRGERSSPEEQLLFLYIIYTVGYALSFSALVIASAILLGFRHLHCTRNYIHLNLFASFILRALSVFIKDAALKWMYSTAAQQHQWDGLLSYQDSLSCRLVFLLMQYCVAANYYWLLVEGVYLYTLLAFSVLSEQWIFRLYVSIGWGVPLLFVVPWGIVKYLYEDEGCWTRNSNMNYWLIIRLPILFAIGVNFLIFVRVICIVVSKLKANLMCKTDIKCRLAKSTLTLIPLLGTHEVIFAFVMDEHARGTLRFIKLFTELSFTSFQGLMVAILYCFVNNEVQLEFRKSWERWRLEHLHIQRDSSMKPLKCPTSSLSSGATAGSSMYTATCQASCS
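HEK293 cells stably co-expressing a cAMP-responsive luciferase reporter and constitutively active GLP-1R were seeded, incubated 12 h, then exposed to compounds for 24 h at 37 C. Luminescence was read 12 min after detection reagent; inverse agonists lower signal.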
PTHR1 ag – qHTS for PTHR1 Agonists: Primary Screen; Parathyroid hormone/parathyroid hormone-related peptide receptor (Homo sapiens), Q03431; HEK293 GP2 PTHR1 cells, GloSensor cAMP luminescence, 1 h; Potency, µM (doses to about 115 µM), inactives show at the highest dose activation, most hits filed as activators; 410,000 tested, 0.075% active; AID 743266, 2014; further: potency means the concentration at half of the fitted maximal effect; nearly all actives have a fitted effect of over 55% in size; some results filed as inactive show a strong effect at the top dose; inactives centre near -15; many of its hits are not listed in these tables
Target sequence (Q03431 whole entry, looked up): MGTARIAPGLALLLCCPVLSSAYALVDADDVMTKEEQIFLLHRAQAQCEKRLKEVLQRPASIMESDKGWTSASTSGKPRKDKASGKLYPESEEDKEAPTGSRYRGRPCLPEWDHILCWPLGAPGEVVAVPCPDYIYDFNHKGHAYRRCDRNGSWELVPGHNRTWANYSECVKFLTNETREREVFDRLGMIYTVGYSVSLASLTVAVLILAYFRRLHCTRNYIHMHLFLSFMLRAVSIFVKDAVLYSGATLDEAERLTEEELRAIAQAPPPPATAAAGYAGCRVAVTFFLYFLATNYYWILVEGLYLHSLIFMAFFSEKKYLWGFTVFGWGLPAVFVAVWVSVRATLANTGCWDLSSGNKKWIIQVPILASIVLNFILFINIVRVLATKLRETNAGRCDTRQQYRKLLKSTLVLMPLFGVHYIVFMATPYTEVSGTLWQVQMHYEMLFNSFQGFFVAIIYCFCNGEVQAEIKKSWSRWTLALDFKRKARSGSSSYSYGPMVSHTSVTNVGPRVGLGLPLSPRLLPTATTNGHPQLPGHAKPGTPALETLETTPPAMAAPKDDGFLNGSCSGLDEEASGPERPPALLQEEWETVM
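HEK-293-derived GP2 cells expressing PTHR1 and a GloSensor cAMP reporter, 3,000/well, plated overnight, given luciferin plus IBMX (each 0.5 mM as added) for 1 h at 37 °C, then compound for 1 h at 37 °C. Luminescence was read after 15 min at room temperature.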
Abeta rescue – qHTS for compounds that reverse cellular toxicity of Amyloid beta (A-beta) peptide in yeast: Primary Screen. yeast expressing A-beta42, growth rescue, OD600, 48 h; response scale: 0% DMSO, 100% iron-clioquinol control. 410,000 tested, 0.063% active. Potency, µM (top dose mostly 46.1 µM), for inactives: at the top dose growth rescue, usual class: activators; further: potency means the concentration at half of the fitted maximal effect; nearly all actives have a fitted effect of over 55% in size
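Growth rescue measured by 600 nm absorbance after 48 h yeast culture at 30 C with compound. Values normalized between DMSO and an equimolar ferric chloride plus clioquinol control.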
FUS suppressor – qHTS for Suppressors of FUS Proteinopathy: Primary screen using FUS-linked yeast assay; AID 1347120, 2019; 390,000 tested, 0.24% active; S. cerevisiae FUS-expressing, growth rescue, OD600, 24 h; Potency, µM (highest dose often 76.6 µM), for inactives: at the highest dose growth rescue (activation), actives largely listed as activators;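 further: potency means the concentration at half of the fitted maximal effect; plate controls were DMSO vehicle for no effect and reference control for full effect; nearly all actives have a fitted effect of over 55% in size; some results filed as inactive show a strong effect at the top dose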
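Yeast FUS proteinopathy model; galactose-induced FUS (2%), starting OD 0.005. Cpds in dilution series, 24hr, 30C, 99% humidity. Abs 600 nm growth. Pos ctrl CP55940 (top 92uM final); neg ctrl DMSO.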
GLP1R ag – qHTS of GLP-1 Receptor Agonists | HEK293 GLP-1R CRE-luciferase, luminescence, 4-6 h; cells express a hypersensitive GLP-1R form | Potency, µM (doses to about 45.6 µM), for the others: top-dose activation, most hits filed as activators | 380,000 tested, 0.007% active | AID 624172, 2012; further: potency means the concentration at half of the fitted maximal effect; % of control where 0% means no effect
TDP-43 yeast inh – qHTS of TDP-43 Inhibitors; Potency, µM (titrated, usually from 46.1 µM), inactives show top-dose growth rescue (activation), hits mostly activators; 410,000 tested, 1.8% active; TDP-43 expressing yeast growth rescue, BacTiter-Glo, 24 h; further: potency means the concentration at half of the fitted maximal effect; % of control where 0% means no effect; nearly all actives have a fitted effect of over 50% in size
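Growth rescue of TDP-43-toxic yeast measured as ATP luminescence (BacTiter-Glo). Cells grown to mid-log in raffinose, induced in galactose at OD600=0.02, exposed to compound 24 hr at 30 deg C.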
aSyn rescue – qHTS of alpha-syn Inhibitors. Yeast expressing alpha-synuclein, growth rescue, BacTiter-Glo, 24 h. Potency, µM (highest dose often 46.1 µM), for inactives: at the highest dose growth rescue (activation), hits mostly activators. 370,000 tested, 0.14% active. AID 652106, 2013; further: potency means the concentration at half of the fitted maximal effect; % of control where 0% means no effect; nearly all actives have a fitted effect of over 65% in size
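Screening used galactose-induced yeast with toxic alpha-synuclein levels, exposed to compound for 24 hr at 30 deg C. Cell growth, read with BacTiter-Glo luminescence, gave the measured signal.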
* hit, by the source's call; i = inactive; ? = inconclusive; nt = not tested or not shown; & = joins results of further samples; [ ] = remark or other dose. Unless noted, the call rests on the fitted dose curve; in most records, active means well fitted curve in the direction sought with a large enough effect; inconclusive means small, poorly fitted or top-dose-only effect, or another doubt; inactive means no such curve, though single readings can be large; an effect the other way counts as inactive or inconclusive. An excerpt; the hit share may differ from the screen's.

Start of the listing, in advance, seven compounds:
SMILES | pAkt inh | D3 antag | GLP-1R inv ag | PTHR1 ag | Abeta rescue | FUS suppressor | GLP1R ag | TDP-43 yeast inh | aSyn rescue
C/C(=N\OC(=O)Nc1ccc(Cl)cc1)c1ccc(F)c(F)c1 | i | 0 | ? | i | -48%[inhibitor] | 5% | 10% | ? | -34%[inhibitor]
O=C1CCN(S(=O)(=O)c2ccc(Cl)cc2)CCN1 | i | 1 | -22% | -68%[inhibitor] | 4% | -4% | -2% | -13% | -4%
O=C(CSc1ccc(Cl)cc1)Nc1cccc(-c2nnc(-c3ccco3)o2)c1 | i | 8 | 19% | -5% | 21% | nt | 11% | 21% | -1%
O=C(NCCc1ccc(F)cc1)Nc1ccccc1 | i | 0 | -26% | -26% | ? | -35% | -4% | -2% | 5%
CCN(CC)C(=O)COc1ccc2c(-c3ccccc3)cc(=O)oc2c1 | i | 0 | 2% | i | -6% | 9% | -8% | 4% | 3%
CC1CCN(CCCNC(=O)c2nn(C)c3c2CS(=O)(=O)c2ccccc2-3)CC1 | i | -29 | -4% | i | -7% | 6% | 4% | 6% | -5%
COc1ccc(CCNC(=O)COc2ccc3c(C)cc(=O)oc3c2)cc1OC | i | -17 | -2% | i | -12% | 26% | 14% | 0% | -5%

All compounds of this part, from the start:
SMILES | pAkt inh | D3 antag | GLP-1R inv ag | PTHR1 ag | Abeta rescue | FUS suppressor | GLP1R ag | TDP-43 yeast inh | aSyn rescue
C/C(=N\OC(=O)Nc1ccc(Cl)cc1)c1ccc(F)c(F)c1 | i | 0 | ? | i | -48%[inhibitor] | 5% | 10% | ? | -34%[inhibitor]
O=C1CCN(S(=O)(=O)c2ccc(Cl)cc2)CCN1 | i | 1 | -22% | -68%[inhibitor] | 4% | -4% | -2% | -13% | -4%
O=C(CSc1ccc(Cl)cc1)Nc1cccc(-c2nnc(-c3ccco3)o2)c1 | i | 8 | 19% | -5% | 21% | nt | 11% | 21% | -1%
O=C(NCCc1ccc(F)cc1)Nc1ccccc1 | i | 0 | -26% | -26% | ? | -35% | -4% | -2% | 5%
CCN(CC)C(=O)COc1ccc2c(-c3ccccc3)cc(=O)oc2c1 | i | 0 | 2% | i | -6% | 9% | -8% | 4% | 3%
CC1CCN(CCCNC(=O)c2nn(C)c3c2CS(=O)(=O)c2ccccc2-3)CC1 | i | -29 | -4% | i | -7% | 6% | 4% | 6% | -5%
COc1ccc(CCNC(=O)COc2ccc3c(C)cc(=O)oc3c2)cc1OC | i | -17 | -2% | i | -12% | 26% | 14% | 0% | -5%
CCSC1=N/C(=C\c2ccc(C)s2)C(=O)S1 | i | 8 | -8% | i | -3% | -6% | -10% | 18% | 3%
COc1ccc(NC(=O)CSc2nnc(-c3ccccc3)n2N)cc1 | i | -17 | -13% | i | -3% | 23% | 10% | -16% | -1%
CCCn1c(NCc2ccc(C)o2)nc2ccccc21 | i | -27 | 2% | -8%[57.5 µM] | 10% | 17% | -2% | -18% | -3%
COc1ccc2ccccc2c1/C=N/NC(=O)c1ccccc1F | i | -18 | -20% | -16% | 13% | 14% | 2% | 27% | -3%
CC(=O)c1cc(-c2ccccc2)n(CCC(=O)NCCc2ccccc2)c1C | nt | nt | 4% | i | -9% | 8% | nt | 16% | nt
COc1cccc(/C=C/C(=O)OCC(=O)Nc2ccc3c(c2)OCCO3)c1 | i | 12 | 0% | -21% | 7% | -3% | 0% | 11% | -2%
C[C@H]1CN([C@@H](C)CO)C(=O)CCCn2nncc2CO[C@@H]1CN(C)S(=O)(=O)c1ccc(Oc2ccccc2)nc1 | i | -13 | 6% | -13% | 0% | 12% | -3% | 14% | -2%
CCN(CC)S(=O)(=O)c1ccc(NC(=O)Cn2c(=O)oc3ccccc32)cc1 | i | 9 | -9% | i | 18% | -3% | -19% | -4% | 4%
Cc1ccc(S(=O)(=O)N2CCOCC2)cc1C(=O)NC1CCCCC1 | i | 27 | 4% | 12%[57.5 µM] | -1% | 13% | 3% | -4% | -3%
CN(c1ccccc1)S(=O)(=O)c1ccc(C(=O)Nc2cccc(S(=O)(=O)N3CCOCC3)c2)cc1 | i | ? | ? | -7% | -4% | ? | 0% | -12% | -3%
O=C(COC(=O)C1CC1)NCc1ccccc1Cl | i | 16 | 6% | i | -4% | 11% | 5% | -9% | -2%
O=C(c1ccc(N2CCCC2)c([N+](=O)[O-])c1)N1CCN(S(=O)(=O)c2ccccc2)CC1 | i | 11 | -26% | -27% | 7% | ? | -3% | 20% | 3%
CC(=O)N1CCN(C(=O)Cn2c(=O)oc3ccccc32)CC1 | i | 4 | 0% | i | 14% | -12% | -1% | 13% | -3%
S=c1[nH]nc2c3c4c(sc3ncn12)CCCC4 | i | -93* | 2% | i | 5% | 23% | -5% | 4.5µM* | 11%
C[C@H](CO)N1C[C@H](C)[C@@H](CN(C)C(=O)NC2CCCCC2)Oc2c(NC(=O)Nc3ccc4c(c3)OCO4)cccc2C1=O | i | 44 | 5% | i | 9% | 23% | 2% | 21% | 3%
O=C(C1CCC(=O)N(C2CC2)C1)N1CCN(c2ccc(Cl)cc2)CC1 (stereo unspecified) | i | 18 | -19% | i | 10% | 23% | -1% | 11% | -1%
Cc1cc(C)cc(NC(=O)c2cccn2-c2ncc(C(F)(F)F)cc2Cl)c1 | i | -21 | 0% | -9% | -5% | 44% | 0% | -11% | 1%
COc1ccc(Br)cc1C1=CC(=O)C[C@H](c2ccc(F)cc2)C1 | i | 4 | ? | -65%[inhibitor] | -5% | 13% | 40% | ? | 30%
CCOc1ccc(NC(=O)CNS(=O)(=O)c2c(C)cc(C)cc2C)cc1 | i | 5 | -44% | -7% | 9% | nt | -4% | ? | 4%
CCN(CC)C(c1ccc(F)cc1)c1nnnn1CC1CCCO1 (stereo unspecified) | i | -25 | -18% | -9%[57.5 µM] | 7% | -9% | 0% | -7% | -2%
O=C(CSc1nnc(-c2cnccn2)n1Cc1ccco1)c1ccc2ccccc2c1 | i | -23 | 12% | i | -13% | 36% | -2% | -11% | 6%
CN(CC(=O)Nc1ccc(Cl)c(C(F)(F)F)c1)C(=O)C1CC(=O)N(Cc2ccco2)C1 (stereo unspecified) | i | -9 | ? | -14% | -7% | 6% | -1% | -23% | 1%
CCc1nc2ccc(C(=O)N(C)CCN(C)C)cn2c1N(C)Cc1cc2ccccc2s1 | i | -69* | ? | -21% | 18% | -17% | 6% | -4% | -3%
CCCC(=O)OCC(=O)Nc1cc(Cl)ccc1[N+](=O)[O-] | i | -9 | 10% | i | 28% | -8% | 0% | 19% | 5%
N#CC(Sc1ccccn1)c1ccc(Cl)cc1Cl (stereo unspecified) | i | -16 | -15%[7.66 µM] | -71%[inhibitor] | -35%[inhibitor] | 21% | 5% | -9%[9.22 µM] | 1%
Cc1[nH]c2ccccc2c1/C=N/NC(=S)NCc1ccccc1 | i | -27 | ? | i | ? | 37% | 9% | ? | ?
CCOc1ccc(NC(=O)CCNS(=O)(=O)c2cccc3nonc23)cc1 | i | -12 | -14%&-5% | -55% | 1%&-5% | 6%&11% | 8%&0% | -6%&-3% | 0%
CC1(C(=O)NS(=O)(=O)c2ccccc2Cl)CCN1C(=O)CCc1ccccc1 (stereo unspecified) | i | -23 | 12% | -17% | -6% | -13% | -5% | -5% | -4%
CCOc1ccc(C(=O)Nc2ccc(NC(=S)NC(=O)CC)cc2)cc1Cl | i | ? | 39%[activator] | -9% | 11% | -10% | -6% | -4% | -8%
CC(=O)Oc1ccc(-c2csnn2)cc1 | i | 1 | -4% | -25%[57.5 µM] | 2% | -30% | 1% | 16% | -4%
COc1cc(/C=N/NC(=O)c2ccc(CN(C)S(=O)(=O)c3ccc(C)cc3)cc2)ccc1O | i | 4 | ? | i | 6% | 36% | 7% | 1% | -9%
CC(=O)N(C(C)=O)N1C(=O)/C(=C/c2ccc(Cl)cc2)SC1=S | i | ? | ? | -3% | -95%[inhibitor] | 2% | -2% | -95%[inhibitor] | -62%[inhibitor]
O=c1[nH]c(SCc2ccccc2Cl)nc2c1cnn2-c1ccccc1 | i | 49 | 42%[activator] | -10% | -16% | -8% | 0% | 8% | -1%
C=CCNC(=O)c1cc(-c2cccnc2)nc2ccccc12 | i | -28 | 4% | i | -9% | 10% | 2% | -25% | 1%
COc1ccc(NC(=S)NNC(=O)Cn2nc([N+](=O)[O-])cc2C)cc1 | i | 8 | 5% | -6%[57.5 µM] | 2% | 6% | 1% | -5% | -2%
CNC(=O)c1c(C)nn(-c2ccc(F)c(Cl)c2)c1-c1cc(C)on1 | i | 10 | 6% | i | 6% | -10% | 7% | 9% | -8%
COc1cc(C2N(c3ccc(F)cc3)C(=O)C3CCCN32)cc(OC)c1OC (stereo unspecified) | i | 7 | 6% | -11% | 11% | 7% | -1% | 9% | 1%
COc1ccc(N)cc1NC(=O)CN1CCCC1 | i | 5 | 5% | -11% | 5% | 0% | 0% | 5% | -4%
